Screens deposited in PubChem BioAssay by several laboratories.
LMP1 NFkB inh – Epstein-Barr LMP1 NF-kappaB reporter inhibition; AID 504558; LMP1-induced NF-kappaB luciferase reporter cells, luminescence; inhibition, % at 12.5 µM; 350,000 compounds, 0.69% hits; in the data active = inhibition above about 41%;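 note: 0% = neutral control wells and 100% = reference inhibitor control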
TLR9-MyD88 block – blocks human TLR9 binding to MyD88 | Q9NR96+Q99836 | CHO BLA complementation TLR9-MyD88, CCF4 FRET ratio | inhibition, % at 4.98 µM | 340,000 compounds, 0.21% hits | AID 504734;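 active = inhibition above the mean over all tested compounds plus 3 SD, cut at about 21% in these data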;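 note: 0% = DMSO only wells and 100% = clavulanate BLA inhibitor control wells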
TRAIL sens C8 – sensitizes caspase-8 expressing cells to TRAIL. AID 624354. 360,000 compounds, 1% hits. inhibition (viability loss, TRAIL sensitization), % at 10 µM. NB7+C8 cells + TRAIL, ATPlite viability luminescence;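 active = compounds causing at least 50% loss of cell viability in the single-dose screen, relative to plate controls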
NCOA1 inh – inhibitors of human steroid receptor coactivator 1 (SRC1). HEK293 GAL4-SRC1 luciferase reporter, luminescence. Q15788. AID 588354. inhibition, % at 3.6 µM. 360,000 compounds, 0.12% hits;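 active = inhibition above the campaign mean plus 3 SD, with each screening campaign given its own cutoff, cut at about 60% in these data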;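 note: 0% = DMSO treated cells and 100% = gossypol at 36 µM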
TROY NFkB inh – TROY signaling inhibition | inhibition, % at 10 µM | AID 1347056 | 360,000 compounds, 0.98% hits | Q293 LMP1-TROYcd NF-kB luciferase reporter, 4 h;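 active = compounds whose plate-normalised and pattern-corrected inhibition of the luciferase reporter signal at the single screening dose is 50% or more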
NOD2 RIPK2 PPI – inhibitors of human NOD2-RIPK2 interaction; O43353; CHO BLA complementation NOD2-RIPK2, CCF4 ratio; inhibition, % at 4.98 µM; 360,000 compounds, 0.38% hits; in the data active = inhibition above about 21%;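 note: 0% = vehicle only and 100% = reference blocker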
NCOA2 inhibitor – inhibits human steroid receptor coactivator 2; 370,000 compounds, 0.17% hits; HEK293 GAL4-SRC2 luciferase reporter, luminescence; AID 651957; inhibition, % at 9 µM;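 active = inhibition above the mean inhibition of all tested compounds plus 3 SD, set per campaign, cut at about 52% in these data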;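 note: 0% = DMSO treated cells and 100% = cells given Gossypol at 36 µM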
LRH-1 inv ag – suppresses constitutive activity of human LRH-1; HEK293T StAR-luciferase reporter, LRH-1 transfected, 24 h; inhibition, % at 3.6 µM; 360,000 compounds, 0.13% hits; AID 602396;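 active = inhibition above the mean inhibition of all tested compounds plus 3 SD, cut at about 73% in these data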;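 note: 0% = DMSO wells and 100% = reporter-only cells lacking LRH-1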
NCOA3 inh – human NCOA3 inhibition; AID 588352; 360,000 compounds, 0.17% hits; Q9Y6Q9; HEK293 GAL4-SRC3 luciferase reporter, luminescence; inhibition, % at 3.6 µM;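 active = inhibition above a per-campaign cutoff, the mean of all compounds plus 3 SD, cut at about 60% in these data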;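 note: 0% = DMSO-treated cells and 100% = gossypol-treated cells at 36 µM; higher means less SRC3-driven luciferase light from the GAL4 reporter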
Target sequence (Q9Y6Q9 whole entry, looked up, the tested form may be a part): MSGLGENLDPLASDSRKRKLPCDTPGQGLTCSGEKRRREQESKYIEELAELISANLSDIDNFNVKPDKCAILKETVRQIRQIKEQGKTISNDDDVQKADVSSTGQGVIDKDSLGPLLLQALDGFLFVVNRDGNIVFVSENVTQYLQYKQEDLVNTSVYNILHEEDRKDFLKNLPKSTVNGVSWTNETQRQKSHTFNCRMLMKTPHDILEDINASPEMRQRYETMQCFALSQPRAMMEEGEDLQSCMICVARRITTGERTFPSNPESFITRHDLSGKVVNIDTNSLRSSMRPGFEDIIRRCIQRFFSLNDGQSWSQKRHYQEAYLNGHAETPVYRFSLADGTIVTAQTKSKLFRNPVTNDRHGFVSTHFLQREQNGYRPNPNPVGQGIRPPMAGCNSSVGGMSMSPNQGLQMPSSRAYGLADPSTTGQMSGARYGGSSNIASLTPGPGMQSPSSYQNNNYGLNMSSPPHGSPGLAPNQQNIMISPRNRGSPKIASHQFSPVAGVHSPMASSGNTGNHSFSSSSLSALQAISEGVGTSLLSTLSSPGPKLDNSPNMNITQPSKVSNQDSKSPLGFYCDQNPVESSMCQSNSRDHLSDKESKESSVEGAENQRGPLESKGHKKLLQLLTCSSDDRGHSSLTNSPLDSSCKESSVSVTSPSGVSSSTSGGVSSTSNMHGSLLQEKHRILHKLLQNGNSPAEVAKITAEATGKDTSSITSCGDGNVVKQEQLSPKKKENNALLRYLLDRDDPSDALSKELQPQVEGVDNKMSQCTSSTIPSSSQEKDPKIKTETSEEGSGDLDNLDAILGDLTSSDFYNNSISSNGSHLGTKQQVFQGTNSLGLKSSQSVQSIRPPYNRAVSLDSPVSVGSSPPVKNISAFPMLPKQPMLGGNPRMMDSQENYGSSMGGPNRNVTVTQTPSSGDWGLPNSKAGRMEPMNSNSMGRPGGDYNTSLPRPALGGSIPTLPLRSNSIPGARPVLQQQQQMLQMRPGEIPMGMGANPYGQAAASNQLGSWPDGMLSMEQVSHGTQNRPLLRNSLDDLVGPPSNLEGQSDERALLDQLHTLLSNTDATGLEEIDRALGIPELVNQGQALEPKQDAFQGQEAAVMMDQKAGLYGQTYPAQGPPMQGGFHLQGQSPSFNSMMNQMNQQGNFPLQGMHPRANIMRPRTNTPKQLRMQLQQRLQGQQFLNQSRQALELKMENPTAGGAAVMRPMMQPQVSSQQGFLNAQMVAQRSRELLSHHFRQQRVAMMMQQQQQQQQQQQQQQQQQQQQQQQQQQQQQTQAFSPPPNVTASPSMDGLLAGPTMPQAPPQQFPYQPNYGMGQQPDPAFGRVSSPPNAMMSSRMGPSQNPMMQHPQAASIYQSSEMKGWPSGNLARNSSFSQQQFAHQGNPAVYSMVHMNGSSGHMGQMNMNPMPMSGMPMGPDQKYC
Vif inh – HIV Vif inhibition; HEK293T cells, Vif self-association by quenched fluorescence, imaging, 24 h; inhibition, % at 7.49 µM; 340,000 compounds, 0.35% hits; in the data active = inhibition above about 50%, passing the limit was not always enough; note: some results filed as inactive read as strong as hits
NR2F2 inh – NR2F2 (human) inhibition, primary screen. P24468. HEK293T NGFI-A luciferase reporter, luminescence. 370,000 compounds, 0.7% hits. inhibition, % at 8.6 µM. AID 686940;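 active = inhibition above a per-plate cutoff, mean inhibition of test wells between control levels plus 3 SD, cut at about 38% in these data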;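 note: cells cotransfected with COUP-TFII expression vector driving the NGFI-A reporter; 0% = median of COUP-TF2 test wells and 100% = reporter-only cells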
Numbers without * were called inactive; nt = no result given; & = joins results of further samples.

Second line of a record – LMP1 NFkB inh, TLR9-MyD88 block, TRAIL sens C8, NCOA1 inh, TROY NFkB inh, NOD2 RIPK2 PPI, NCOA2 inhibitor, LRH-1 inv ag, NCOA3 inh, Vif inh, NR2F2 inh
1) Cc1cc(Nc2cc(F)ccc2C)n2ncnc2n1
    1, -4, 4, 1, 0, -2, -12, 33, 0, -11, -4
2) Cn1c(N2CCOCC2)c(/C=N/OC(=O)c2ccc(F)cc2)c2ccccc21
    3, 2, -3, 11, 7, 0, 7, 34, -10, -13, -3
3) Nc1nc(NCCOCCO)nc(N2CCCCCC2)c1[N+](=O)[O-]
    7, -5, -2, -17, 2, -12, 12, 5, 9, -1, 3
4) CN(C(=O)CC1C(=O)NCCN1Cc1ccccc1C(F)(F)F)C1CCOCC1 (stereo not drawn)
    6, 1, 2, 0, 1, -18, -1, -4, 9, -4, 2
5) CC(C)(C)NC(=O)CSc1nnc(SCC(=O)NC(C)(C)C)s1
    0, -2, -7, -14, -7, -10, 4, -5, 22, 1, -5
6) CN(C(=O)COC(=O)c1ccccc1SCC(=O)N1CCCC1)C1(C#N)CCCCC1
    -1, 12, 1, -18, -3, -2, 7, -10, 8, -2, 6
7) Cc1ccc(S(=O)(=O)N[C@H](CO)C(C)C)cc1
    nt, nt, 15, nt, nt, 8, 1, -9, nt, nt, 10
8) O=C(c1ccccc1)N1CCN(C(=O)c2cc3ccccc3o2)CC1
    5, 4, 2, -7, -6, 0, 5, -1, 8, 2, 9
9) CC(C)c1c(C(=O)N/N=C/C2CC=CCC2)nnn1-c1nonc1N (stereo not drawn)
    -5, -1, 2, 1, -8, 3, 9, 10, -1, 0, -3
10) COc1ccc(NC(=O)C2CC(=O)OC23CCOC(C)(C)C3)cc1 (stereo not drawn)
    1, -3, -9, -3, 0, 5, 3, 4, -6, 17, 5
11) Cc1ccccc1N(CC(=O)NC1CCCCC1)C(=O)CNC(=O)c1cccs1
    -2, -5, 25, 3, -16, -15, 5, 9, -14, 9, 18
12) O=C(CN1CCN(c2ccc(F)cc2)CC1)NCc1cccs1
    -3, -3, -5, -17, 0, -2, -25, 2, 8, 0, 17
13) O=C(Nc1ccccc1)Nc1nc(-c2ccc(F)c(F)c2)cs1
    6, 11, 14, -7, -1, -29, nt, -18, 10, -2, nt
14) Cc1cn(CC(=O)NCCCN2CCCC2=O)c(=O)[nH]c1=O
    10, 8, -9, 0, -21, -11, -22, 14, 9, 16, -11
15) COc1ccc(NC(=O)CCNS(=O)(=O)c2cccc(C(C)=O)c2)cc1S(N)(=O)=O
    -1, 7, -10, 14, 13, -5, -26, 6, -5, 16, 15
16) O=C(c1ccco1)N1CCN(C(=O)c2ccc(COc3ccc(Cl)cc3Cl)o2)CC1
    11, -19, 3, 4, -25, 9, 1, 44, -4, 5, -2
17) C=CCN1C(=O)C2(OCCCO2)c2cc(Cl)ccc21
    5, -7, 7, -7, -6, 1, -13, -3, 1, -8, 14
18) Cn1c(=O)c2c(SCC(=O)N3CCCC3)nc(-c3ccccc3)nc2n(C)c1=O
    0, -9, -5, 13, -7, 2, nt, 19, 14, nt, nt
19) COC(=O)c1ccc(CSc2ncnc3c2sc2nc(N4CCOCC4)c4c(c23)CCCC4)o1
    1, -3, -7, 8, 14, -7, 6, 13, 4, 22, 4
20) O=C(Nc1cccc(-c2cccc(F)c2)c1)C1CCN(CC2CCOC2)CC1 (stereo not drawn)
    -1, -3, 3, -23, -24, 8, -13, 12, 17, -6, 4
21) COc1ccc(-c2c(C#Cc3ccsc3)c3cc(-c4ccc5c(c4)OCO5)ccc3n2C)cc1
    -1, 8, 16, -6, 35, -1, -1, -2, -3, -2, -21
22) O=C(NC1CCS(=O)(=O)C1)C12CC3CC(CC(C3)C1)C2 (stereo not drawn)
    -5, -6, 11, 17, -14, -7, 8, -6, -17, 0, 2
23) NC(=O)c1ncn([C@@H]2O[C@H](CNS(=O)(=O)c3cc(S(=O)(=O)c4ccccc4)cs3)[C@@H](O)[C@H]2O)n1
    5, -7, 2, -1, -5, -4, -4, 0, -1, -3, 13
24) CC(C)(C)C(=O)NC(C(N)=O)=C(Cl)Cl
    0, -20, -20, -8, 1, -6, 2, -2, -12, -2, 7
25) CC(=O)C1=C(C)Nc2ncnn2C1c1ccc(Cl)cc1Cl (stereo not drawn)
    2, 4, -4, 12, -2, 5, -23, -2, 1, -12, 1
26) NS(=O)(=O)c1ccc(N=Cc2c(O)n(-c3nccs3)c(=O)c3ccccc23)cc1
    5, 7, -8, -8, -12, 3, -33, -7, 4, -6, -12
27) CCOC(=O)CNC(=O)CN1C(=O)CC(c2ccccc2)S(=O)(=O)c2ccccc21 (stereo not drawn)
    -2, -9, -19, -2, 22, -9, -2, -9, 18, 1, 24
28) C/C(N)=C(/C#N)C(=O)COC(=O)C(NS(=O)(=O)c1ccc(Cl)cc1)C(C)O (stereo not drawn)
    -1&6, 0&0, -8&-5, -5&-4, 8&-16, -12&-3, 16&1, 3&3, 3&1, 2&8, 11&-14
29) CC(=O)Nc1ccc(C(=O)N2CCCC(c3cc(C(=O)NCc4ccc(F)cc4)no3)C2)cc1 (stereo not drawn)
    nt, nt, 3, 3, 12, -2, 2, -5, -13, 5, -5
30) COC(C(=O)Nc1ccccc1F)c1ccccc1 (stereo not drawn)
    2, 6, 4, -11, -8, -10, 6, 7, -16, 1, 6
31) CC1CCN(C2(O)C(=O)Nc3ccc([N+](=O)[O-])cc32)CC1 (stereo not drawn)
    -15, 0, -3, -3, 23, -1, 3, -12, 16, -10, -5
32) COc1ccccc1CNC(=O)CN(c1cccc([N+](=O)[O-])c1)S(C)(=O)=O
    2, -4, -16, -1, -1, 12, 14, -6, 5, 24, 3
33) CC(=O)Nc1ccc(S(=O)(=O)N(C)CC(=O)OC(C)C(=O)NC2CCCCC2)cc1 (stereo not drawn)
    -4, -4, 5, 1, 3, -7, 11, 1, -3, -5, -5
34) C=CCc1cccc2cc(C(=O)NC3CCCCC3)c(=O)oc12
    -12, 3, 2, -3, -42, -4, nt, -4, 10, -5, nt
35) CCc1nnc(NC(=O)c2ccc(OC)c(S(=O)(=O)N3CCCC3)c2)s1
    -8, -1, 8, 1, -7, -8, -17, 5, 18, -12, -13
36) CC1(C)CC(c2csc(N)n2)CCO1 (stereo not drawn)
    -4, 7, 3, 11, nt, -5, -6, 3, 9, 3, 2
37) O=C(COC(=O)CC1CC2CCC1C2)NC(=O)NCc1ccco1 (stereo not drawn)
    -10, -3, -2, 4, 1, -6, -21, 4, -22, 6, -7
38) CCOc1ccc(N(CC(=O)Nc2ccccc2OC)S(=O)(=O)c2ccccc2)cc1
    16, -14, 26, -1, 19, -2, 15, 16, 2, -2, -32
39) CCN(CC)CCNC(=S)Nc1ccc2nc3n(c(=O)c2c1)CCCCC3
    -16, 4, -2, 15, -4, -3, -49, 2, 16, 0, 23
40) O=C(NCc1ccccc1Cl)C1CCN(S(=O)(=O)N2CCCC2)CC1
    0, -1, 9, 15, 5, 8, 0, -11, 4, 1, -20
41) O=C(COc1ccc(S(=O)(=O)N2CCCC2)cc1Cl)NCc1cccnc1
    -1, 1, -1, 10, 20, -3, 0, 17, 7, 0, -15
42) CC(C)N(Cc1ccccc1)C(=O)COC(=O)c1cc(S(=O)(=O)N(C)C)ccc1N1CCCC1
    -1, 0, 13, -2, 7, 3, -4, -6, 14, 1, 12
43) CC(C)(C)OC(=O)N(Cc1ccccc1)Cc1ccccc1OCc1ccc(NC(=O)C2CCC2)cc1
    -1, -7, 13, -48, 3, -5, -14, -2, -107, 0, -44
44) CC(C)c1ccc(S(=O)(=O)N2CCN(C(C)C(=O)NC3CCCC3)CC2)cc1 (stereo not drawn)
    7, 4, 1, -9, 3, 1, 10, -9, 18, 22, 15
45) N#Cc1cc2cc3c(cc2nc1N1CCCCC1)OCCO3
    -19, -4, 24, -61, -35, 2, -27, -5, -62, nt, -35
46) Cc1ccnc(NC(=O)c2ccc(OCC3CCCO3)cc2)c1 (stereo not drawn)
    45*, -3, 91*, -35, 57*, -3, 7, -61, -25, -5, -15
47) CSCC[C@H](NC(=O)c1ccc(OCC2CCCO2)cc1)c1nc2ccccc2[nH]1 (stereo partly drawn)
    0, -6, -6, -9, 9, -3, -30, -4, -29, -13, 6
48) O=C1NC(=S)N/C1=C\c1ccc(Oc2ccc(C(F)(F)F)cc2[N+](=O)[O-])c(Cl)c1
    -6, -1, 4, -1, 13, -6, -17, 9, -1, -4, 5
49) Clc1ccc(Cc2noc(CN3CCN(c4ccccc4)CC3)n2)c(Cl)c1
    -5, 4, -9, 6, -2, -11, 12, -22, 13, -9, 6
50) COC(=O)c1ccc2c(=O)n(CC3CCCO3)c(SCC(=O)Nc3ccccc3OC)nc2c1 (stereo not drawn)
    7, -13, 7, -15, -12, 4, -33, -13, -4, -3, 6
51) COC(=O)c1nc2ccc(C)cn2c1F
    -18, 9, -2, -52, -35, -14, -33, -89, -35, -2, -18
52) O=C(CCN1C(=O)/C(=C/c2cccc(Br)c2)SC1=S)Nc1cccnc1
    10, 1, 0, -14, 1, -6, 2, 4, -2, 6, 28
53) COc1ccc(CCC(C)NCc2ccc(F)cc2)cc1 (stereo not drawn)
    -4, 0, -12, -5, -4, 7, 0, 5, -24, -2, -25
54) Cc1ccc(NC(=O)C2(C)CCN2CCc2ccccc2)cc1 (stereo not drawn)
    nt, nt, 15, 0, 7, -1, 10, -9, -2, -4, 15
55) CCOC(=O)c1csc(-n2nc(C)cc2C(F)(F)F)n1
    -24, -2, -14, -10, -12, -11, 4, 4, 21, 0, 0
56) O=C(COc1ncnc2sccc12)NC1CCCCC1
    2, 2, -18, -4, 2, -1, -29, 2, -18, -6, -12
57) C#CCOC(=O)Nc1ccc(=O)n(Cc2c(Cl)cccc2Cl)c1
    8, 4, -1, -31, 2, -3, 0, 11, 5, 16, 10

This is a subset (hit frequency here may not be typical).
